DAGLB inhibitor: blocks human DAGLB lipase activity; HEK293T DAGLB membrane lysate, EnzChek fluorogenic substrate; actives 0.059% (n = 340,000); Q8NCG7; inhibition, % at 5.17 µM; in the data active = inhibition above about 34%;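 also: 0% = enzyme with vehicle and 100% = wells lacking enzyme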
PKA-R1A activ: activates the PKA-R1A holoenzyme complex. activation, % at 11.4 µM. P00514+P68181. actives 0.083% (n = 340,000). PKA-R1A dissociation, Cy5-IP20 fluorescence polarization; scaled: DMSO 0%, 113 µM cGMP 100%;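 active = percent activation above the mean of all tested compounds plus 3 SD, cut at about 19% in these data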;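 also: higher means more PKAc released from R1A so a rise in polarization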
AddAB inh: less growth of phage-infected E. coli with AddAB; E. coli expressing H. pylori AddAB, absorbance growth; inhibition, % at 11.9 µM; actives 0.29% (n = 330,000); in the data active = inhibition above about 12%;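 also: 0% = vehicle wells of infected cells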
Tat export inh: inhibitors of E. coli Tat protein transport. E. coli MC4100 TorA-mCherry Tat export, fluorescence. inhibition, % at 10 µM. actives 0.036% (n = 340,000). AID 488895;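 active = mean replicate inhibition at least 50% and at least half of replicates individually reaching 50%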;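 also: exported cargo escapes ClpAP degradation while cytoplasmic cargo is degraded and loses fluorescence; 0% = median of neutral control wells and 100% = median of NaSCN control wells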
HTR5A ag ctr: counter-screen for OPRM1-OPRD1 agonists: human HTR5A agonism. P47898. HTR5A agonist assay, luminescence, cell-based. activation, % at 9.3 µM. actives 0.61% (n = 340,000); in the data active = activation mostly above about 9.5%, no sharp cut-off; inactive = mostly below about 7.6%;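 also: 0% = cells with vehicle only and 100% = reference agonist; strong numbers were not always called active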
Target sequence (P47898 whole entry, looked up): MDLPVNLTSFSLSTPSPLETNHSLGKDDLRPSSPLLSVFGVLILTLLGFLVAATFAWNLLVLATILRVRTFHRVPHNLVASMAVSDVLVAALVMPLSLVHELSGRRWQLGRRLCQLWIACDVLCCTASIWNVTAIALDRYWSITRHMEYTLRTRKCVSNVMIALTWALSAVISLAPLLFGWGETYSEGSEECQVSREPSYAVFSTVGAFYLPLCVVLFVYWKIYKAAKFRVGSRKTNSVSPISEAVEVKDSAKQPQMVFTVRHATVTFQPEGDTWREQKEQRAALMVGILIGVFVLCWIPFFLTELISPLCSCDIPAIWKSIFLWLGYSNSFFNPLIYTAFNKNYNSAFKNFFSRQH
E coli growth: bacterial growth inhibition, counter-screen for AddAB inhibitors; inhibition, % at 11.9 µM; actives 0.27% (n = 330,000); AID 449728; E. coli V3065 growth, OD600 absorbance, 18 h;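 active = inhibition above the campaign's mean inhibition across all tested compounds plus 3 SD, cut at about 9.9% in these data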;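 also: uninfected addAB+ strain grown without phage in ampicillin broth; 0% = DMSO wells and 100% = ciprofloxacin 0.95 µg/ml wells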
PKA-R2B activ: activates the human PKA-R2B holoenzyme complex. activation, % at 11.4 µM. PKA-R2B holoenzyme dissociation, Cy5-IP20 fluorescence polarization; R2B truncated from residue 108, S112A mutant; 0% DMSO only, 100% 113 µM cGMP. actives 0.079% (n = 340,000);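 active = activation above a cutoff set at the mean over all compounds plus 3 SD, cut at about 18% in these data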;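 also: higher means more holoenzyme dissociation and a rise in polarization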
Target sequence (P31323 whole entry, looked up, other chains not shown, the tested form may be a part): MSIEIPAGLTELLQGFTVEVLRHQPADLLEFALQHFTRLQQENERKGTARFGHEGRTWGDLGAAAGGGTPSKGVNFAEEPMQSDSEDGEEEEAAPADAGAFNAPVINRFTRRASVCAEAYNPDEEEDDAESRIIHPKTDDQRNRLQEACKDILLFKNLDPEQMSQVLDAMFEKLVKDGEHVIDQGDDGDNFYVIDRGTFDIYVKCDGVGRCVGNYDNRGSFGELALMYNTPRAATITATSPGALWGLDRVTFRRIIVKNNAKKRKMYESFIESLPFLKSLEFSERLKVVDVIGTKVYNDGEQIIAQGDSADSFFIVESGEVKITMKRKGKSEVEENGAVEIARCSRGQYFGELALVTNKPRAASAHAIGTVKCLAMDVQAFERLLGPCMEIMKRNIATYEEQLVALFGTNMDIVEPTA
phage Ecoli inh: E. coli growth loss with phage present. inhibition, % at 11.9 µM. growth absorbance. actives 0.26% (n = 360,000); in the data active = inhibition above about 11%
CDK5 p35 inh: blocks human CDK5/p35 kinase activity. Recombinant CDK5/p35, ADP-Glo luminescence, 60 min. Q00535+Q15078. actives 0.01% (n = 330,000). AID 488839. inhibition, % at 10 µM;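 active = highest replicate inhibition of at least 50% and at least 75% of replicates reaching 50%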;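 also: plate controls were DMSO neutral control for no effect and GW8510 at 10 µM for full effect; many of its hits are not listed in these tables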
Mot1-301 SUMO: inhibitors of SUMOylation pathway: yeast Mot1-301 growth rescue; actives 1% (n = 320,000); S. cerevisiae Mot1-301 growth rescue, ATP luminescence, 38.5C; percent above DMSO median, 100 means doubled; AID 2716; growth rescue, % at 18.8 µM;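 active = every valid replicate shows activation above 250% relative to neutral control wells; inactive = the rest, any valid replicate at or below 250%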;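 also: OY570 slx delta 5 strain wells were the positive control but not used for scaling; some compounds called inactive have numbers as strong as hits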
HTR5A inv ctr: HTR5A inverse agonism, opioid heterodimer counter-screen; actives 0.083% (n = 340,000); HTR5A cell line, luminescence; P47898; inhibition, % at 9.3 µM; in the data active = inhibition mostly above about 23%, no sharp cut-off; inactive = mostly below about 18%;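 also: 0% = cells with DMSO and 100% = no-cell wells with DMSO; some compounds called inactive have numbers as strong as hits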
The depositor's hits bear a star; . = no result given.

Start of the listing, in advance (3 entries):
1	Cc1ccc(S(=O)(=O)N2Cc3ccccc3CC2C(=O)Nc2cc(C)on2)cc1 (stereo unspecified)
2	Cc1cccc(NC(=S)N(CCc2ccncc2)C(C)C)c1C
3	COc1cc(C2CC(=O)c3cnc(N)nc3C2)cc(OC)c1OC (stereo unspecified)

entry no.	1	2	3
DAGLB inhibitor	0	-2	-1
PKA-R1A activ	-7	7	-12
AddAB inh	1.3	1.4	-0.8
Tat export inh	2	0	-10
HTR5A ag ctr	3	4	1
E coli growth	2.7	0.4	-1.6
PKA-R2B activ	-11	1	3
phage Ecoli inh	0.9	5.2	3.1
CDK5 p35 inh	0.9	-2.2	-1.4
Mot1-301 SUMO	41	2	8
HTR5A inv ctr	-7	-10	3

Results, previewed entries included:
1	Cc1ccc(S(=O)(=O)N2Cc3ccccc3CC2C(=O)Nc2cc(C)on2)cc1 (stereo unspecified)
2	Cc1cccc(NC(=S)N(CCc2ccncc2)C(C)C)c1C
3	COc1cc(C2CC(=O)c3cnc(N)nc3C2)cc(OC)c1OC (stereo unspecified)
4	CCN(CC)c1ccc(S(=O)(=O)N2CCOCC2)cc1NC(=O)COC(=O)C1=COCCO1
5	CCC(C)C1Nc2ccc(C(=O)NCCc3ccc(OC)c(OC)c3)cc2NC1=O (stereo unspecified)
6	CCO[C@H]1OC(C(=O)NCc2nc3ccccc3[nH]2)=C[C@@H](c2ccc3c(c2)OCO3)[C@@H]1CCCO
7	O=C(c1ccccc1)C1OC1C(=O)c1ccccc1 (stereo unspecified)
8	CCn1c(=O)c(=O)[nH]c2cc(C(=O)NC3CCCC3)ccc21
9	Cc1ccc(C(=O)NCC(=O)N(C)Cc2ccc(Cl)cc2Cl)s1
10	COc1ccccc1C1C2=C(N=c3s/c(=C/c4cccc(OCC(=O)O)c4)c(=O)n31)c1ccccc1CC2 (stereo unspecified)

entry no.	1	2	3	4	5	6	7	8	9	10
DAGLB inhibitor	0	-2	-1	-1	0	-3	-4	1	2	5
PKA-R1A activ	-7	7	-12	-3	-1	-5	-10	7	6	-4
AddAB inh	1.3	1.4	-0.8	.	3.1	2.6	.	1.6	.	0.3
Tat export inh	2	0	-10	-11	6	8	4	4	2	7
HTR5A ag ctr	3	4	1	3	4	-1	6	2	-3	4
E coli growth	2.7	0.4	-1.6	.	-0.8	0.1	.	-0.6	.	0.7
PKA-R2B activ	-11	1	3	-4	0	-1	1	-2	-5	-14
phage Ecoli inh	0.9	5.2	3.1	5.2	.	0.9	4.6	5.4	2.9	2.0
CDK5 p35 inh	0.9	-2.2	-1.4	-2.0	-1.9	-0.2	0.7	0.1	-0.1	-0.5
Mot1-301 SUMO	41	2	8	.	4	133	.	0	.	-17
HTR5A inv ctr	-7	-10	3	-7	7	-12	-24	-10	7	5

11	CCOC(=O)c1sc(=S)n(C)c1N
12	Cc1cc(=O)oc(C)c1C(=O)N1CCN(C(c2ccccc2)c2ccccc2)CC1
13	COc1ccc(/C=N/n2c(SC)nnc(C(C)(C)C)c2=O)c(OC)c1
14	COC(=O)C(C)NC(=O)CNS(=O)(=O)c1ccc(F)cc1 (stereo unspecified)
15	O=C(C1CC(=O)N(C2CCCCC2)C1)N1CCc2ccccc21 (stereo unspecified)
16	CCCNC(=O)NC(=O)COc1ccc2oc3ccccc3c2c1
17	COc1ccccc1N1CCN(Cc2nc(N)nc(Nc3ccc(C)cc3)n2)CC1
18	CN(CCCC(=O)O)S(=O)(=O)c1ccc2c(c1)C(=O)c1cc(S(=O)(=O)N(C)CCCC(=O)O)ccc1-2
19	COc1ccc(C(=O)O)cc1Nc1cc(C)nc2ncnn12
20	C/C(=C\C(=O)c1sccc1Cl)N(C)C

entry no.	11	12	13	14	15	16	17	18	19	20
DAGLB inhibitor	-1	1	-5	-4	-1	-2	3	-1	-1	1
PKA-R1A activ	-7	-3	-8	-2	1	0	2	-14	-6	10
AddAB inh	2.1	1.4	1.7	2.2	-0.4	-0.4	-3.5	1.3	0.1	-0.3
Tat export inh	9	-6	-5	-12	7	-9	-5	5	-4	-6
HTR5A ag ctr	1	6	-4	-13	2	3	2	-3	0	1
E coli growth	0.0	-0.8	-3.3	-1.0	0.0	-3.0	-3.3	-1.2	-1.6	-1.8
PKA-R2B activ	6	-3	-19	-18	-9	-8	0	-9	3	-15
phage Ecoli inh	5.4	3.9	0.9	2.9	4.2	1.7	1.4	2.4	2.5	1.2
CDK5 p35 inh	0.8	-0.2	-1.2	4.3	0.0	0.8	2.3	-0.1	-0.1	0.7
Mot1-301 SUMO	-17	-1	3	44	-10	25	15	-16	-5	3
HTR5A inv ctr	-4	-17	-11	-17	6	-10	1	-6	-1	-4

21	O=C(CCC(=O)c1cccs1)Nc1ncccc1O
22	Cc1nn2cc(-c3cccc(Cl)c3)cnc2c1Br
23	COc1nsnc1N1CCOCC1
24	COc1cccc(C(=O)N2CCC(n3nccc3NC(=O)C3CCOC3)CC2)c1 (stereo unspecified)
25	Clc1ccc(-c2c(C3=NCCCN3)nnn2-c2ccc(Cl)cc2)cc1
26	COc1ccc(C(=O)CC(=O)C(=O)Nc2ccc([N+](=O)[O-])cc2C)cc1
27	NC(=O)c1cc([N+](=O)[O-])ccc1NCCN1C(=O)c2ccc(C(=O)O)cc2C1=O
28	O=[N+]([O-])c1ccc(S(=O)(=O)Nc2ncccn2)cc1
29	c1ccc(SCc2cn3cccnc3n2)nc1
30	CC(=O)N1c2ccc(S(=O)(=O)N(C)CC(=O)Nc3ccccc3C)cc2CC1C (stereo unspecified)

entry no.	21	22	23	24	25	26	27	28	29	30
DAGLB inhibitor	1	-8	-1	-2	0	6	-1	1	0	-1
PKA-R1A activ	-7	14	-14	18	-15	2	-6	4	3	-3
AddAB inh	-1.2	4.0	3.5	0.1	.	-1.1	1.1	6.3	3.3	4.0
Tat export inh	-1	-7	-2	3	-8	-12	4	2	0	-1
HTR5A ag ctr	0	1	-3	1	-2	-2	2	-5	7	1
E coli growth	0.4	-0.4	-1.4	2.4	.	-4.6	-0.8	2.1	2.4	1.0
PKA-R2B activ	-4	2	0	2	-10	-5	4	-1	-1	7
phage Ecoli inh	0.3	3.1	3.2	-2.6	3.7	-0.5	2.2	1.8	4.1	0.6
CDK5 p35 inh	-1.9	0.5	1.2	-0.9	0.1	0.8	0.7	0.9	-0.8	-2.0
Mot1-301 SUMO	13	10	-19	-6	-13	-5	3	-8	715	121
HTR5A inv ctr	-3	-35	8	8	9	7	-6	18	-19	4

Shown as labelled records: 3 of the compounds above.
24: COc1cccc(C(=O)N2CCC(n3nccc3NC(=O)C3CCOC3)CC2)c1 (stereo unspecified)
  DAGLB inhibitor: -2
  PKA-R1A activ: 18
  AddAB inh: 0.1
  Tat export inh: 3
  HTR5A ag ctr: 1
  E coli growth: 2.4
  PKA-R2B activ: 2
  phage Ecoli inh: -2.6
  CDK5 p35 inh: -0.9
  Mot1-301 SUMO: -6
  HTR5A inv ctr: 8

30: CC(=O)N1c2ccc(S(=O)(=O)N(C)CC(=O)Nc3ccccc3C)cc2CC1C (stereo unspecified)
  DAGLB inhibitor: -1
  PKA-R1A activ: -3
  AddAB inh: 4.0
  Tat export inh: -1
  HTR5A ag ctr: 1
  E coli growth: 1.0
  PKA-R2B activ: 7
  phage Ecoli inh: 0.6
  CDK5 p35 inh: -2.0
  Mot1-301 SUMO: 121
  HTR5A inv ctr: 4

25: Clc1ccc(-c2c(C3=NCCCN3)nnn2-c2ccc(Cl)cc2)cc1
  DAGLB inhibitor: 0
  PKA-R1A activ: -15
  AddAB inh: .
  Tat export inh: -8
  HTR5A ag ctr: -2
  E coli growth: .
  PKA-R2B activ: -10
  phage Ecoli inh: 3.7
  CDK5 p35 inh: 0.1
  Mot1-301 SUMO: -13
  HTR5A inv ctr: 9

(further entries)
31	O=S(=O)(c1ccc(F)cc1)c1snnc1-c1ccccc1
32	Cc1nn(C)cc1S(=O)(=O)N1CCCCC1C (stereo unspecified)
33	O=S(=O)(Nc1cccnc1)c1cc(Cl)ccc1Cl
34	Cc1cc(C)cc(-n2nnc(C(=O)NCc3ccco3)c2N)c1
35	CSc1nc(N)n(-c2cc(C(F)(F)F)ccn2)n1
36	COC(=O)Cn1cnc2c(nnn2-c2ccc(OC)cc2)c1=O
37	Cc1ccc(C(=O)Sc2cccccc2=O)cc1
38	O=[N+]([O-])c1ccc2c(c1)C(N1CCOCC1)/C(=C/COc1ccc(Cl)cc1Cl)O2 (stereo unspecified)
39	Cc1cc(C)c(C(=O)/C=C/C=C/c2ccccc2)c(=O)[nH]1
40	Cc1ccc(-n2c(SCC(=O)N/N=C/c3ccccc3C(=O)O)nnc2-c2ccc(Cl)cc2)cc1

entry no.	31	32	33	34	35	36	37	38	39	40
DAGLB inhibitor	-5	-2	5	1	2	-4	3	-5	2	7
PKA-R1A activ	3	-1	3	8	8	-9	-2	-12	-5	-9
AddAB inh	4.8	-2.1	0.4	4.3	4.8	-1.6	51*	3.2	2.5	-5.5
Tat export inh	-5	-11	-6	-1	-8	0	82*	11	-1	-1
HTR5A ag ctr	-4	3	-1	2	-2	3	-10	-2	-5	1
E coli growth	1.7	0.1	0.7	-1.0	3.4	0.7	52*	1.9	-3.1	-0.6
PKA-R2B activ	8	-15	9	-10	-14	8	-1	-7	-12	0
phage Ecoli inh	0.0	-0.2	-0.3	2.2	-1.6	-0.8	62*	1.2	2.4	-0.5
CDK5 p35 inh	-0.4	-0.8	-0.2	-1.9	-0.3	0.7	-0.5	0.2	-1.7	0.0
Mot1-301 SUMO	214	2	13	6	-4	-9	25	11	3	18
HTR5A inv ctr	2	9	-19	-6	-3	-12	34*	-12	18	2

41	CCOc1ccc2nc(SCC(=O)Nc3cccc(S(=O)(=O)NC4=NCCCCC4)c3)[nH]c2c1
42	Cc1cc(=O)oc(C)c1C(=O)NCCN(C)Cc1ccccc1
43	CSc1cccc(NC(=O)C2C3C=CC4(O3)C2C(=O)N(CCN2CCOCC2)C4C(=O)NC2CCCCC2)c1 (stereo unspecified)
44	O=C(NC(=S)N1CCCC1)c1ccccc1F
45	CCOc1ccc(CC(=O)NCCc2cnc[nH]2)cc1
46	N#Cc1cc2c(=O)n3ccccc3nc2n(Cc2cccnc2)c1=O
47	Cc1cc(NC(=O)CSc2nc3ccccc3cc2C#N)no1
48	COC(=O)[C@@H](NC(=O)CCc1nnc(-c2ccsc2)o1)C(C)C

entry no.	41	42	43	44	45	46	47	48
DAGLB inhibitor	-2	0	-1	0	0	1	-4	-1
PKA-R1A activ	-4	4	2	-5	10	2	6	1
AddAB inh	-0.5	0.7	1.1	1.4	-2.2	-2.8	2.8	1.3
Tat export inh	-1	-1	-8	5	-5	1	0	1
HTR5A ag ctr	-3	-2	-5	2	6	-7	-4	5
E coli growth	-1.1	1.2	-1.1	0.9	-0.8	-0.6	0.4	-1.0
PKA-R2B activ	5	-11	5	-6	2	-3	-7	-6
phage Ecoli inh	3.6	-1.5	1.1	2.3	0.6	0.0	1.2	2.0
CDK5 p35 inh	1.2	-0.4	0.6	-1.2	0.3	1.0	0.3	-0.9
Mot1-301 SUMO	10	-1	-2	-12	17	54	0	54
HTR5A inv ctr	9	7	14	-5	-23	-1	2	-13

High-throughput results (PubChem)
